Assay outcomes (PubChem BioAssay)
TDP1 block: blocks human tyrosyl-DNA phosphodiesterase 1; Q9NUW8; actives 0.28% (n = 350,000); recombinant TDP1, AlphaScreen DNA substrate cleavage; Potency, µM (top dose mostly 130 µM), for the others: at the top dose activity change, negative = inhibition, actives largely listed as inhibitors; further: nearly all actives have a fitted effect of over 40% in size
Target sequence (Q9NUW8 whole entry, looked up): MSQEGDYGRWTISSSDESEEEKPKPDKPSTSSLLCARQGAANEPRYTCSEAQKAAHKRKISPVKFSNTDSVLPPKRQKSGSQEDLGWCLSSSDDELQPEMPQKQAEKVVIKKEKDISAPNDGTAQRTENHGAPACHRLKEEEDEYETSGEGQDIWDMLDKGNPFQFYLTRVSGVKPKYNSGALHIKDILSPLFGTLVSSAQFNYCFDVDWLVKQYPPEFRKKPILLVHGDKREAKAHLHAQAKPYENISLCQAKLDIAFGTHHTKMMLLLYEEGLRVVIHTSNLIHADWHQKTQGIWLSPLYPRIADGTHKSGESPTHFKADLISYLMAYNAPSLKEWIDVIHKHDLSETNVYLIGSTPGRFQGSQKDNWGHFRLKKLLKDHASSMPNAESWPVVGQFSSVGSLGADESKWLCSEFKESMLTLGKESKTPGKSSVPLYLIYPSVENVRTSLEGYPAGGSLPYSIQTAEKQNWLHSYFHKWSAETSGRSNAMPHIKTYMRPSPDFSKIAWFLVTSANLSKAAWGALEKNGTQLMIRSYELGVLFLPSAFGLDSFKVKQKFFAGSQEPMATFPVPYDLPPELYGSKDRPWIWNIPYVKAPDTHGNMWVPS
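Enzyme-compound mixtures sat 15 min at room temperature, followed by a 5 min reaction with 15 nM final substrate and 10 min with AlphaScreen beads. Recombinant human Tdp1 was used at 1 nM final.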
TDP1 cell CPT: DT40-hTDP1 cell growth loss with CPT; Potency, µM (highest dose often 46.2 µM), without a hit: top-dose activity change, negative = growth inhibition, actives largely listed as inhibitors; chicken DT40 Tdp1-/-;hTDP1 cells + 20 nM CPT, ATP luminescence, 48 h; actives 12% (n = 420,000); further: nearly all actives have a fitted effect of over 55% in size
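Cell growth measured by CellTiter-Glo luminescence after a minimum 48 h, 37 C compound exposure with 20 nM CPT in Tdp1-knockout DT40 cells stably expressing hTDP1, seeded 400/well; qHTS titration format.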
DT40 TDP1 no CPT: qHTS for Inhibitors of human tyrosyl-DNA phosphodiesterase 1 (TDP1): qHTS in cells in absence of CPT | DT40 Tdp1-/- hTDP1 cells, no CPT, ATP luminescence, 48 h | Potency, µM (series often up to 46.2 µM), for the others: at the top dose activity change, negative = growth inhibition, actives largely listed as inhibitors | actives 15% (n = 420,000) | AID 686978, 2013; further: nearly all actives have a fitted effect of over 55% in size
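DT40 Tdp1-/-;hTDP1 cells, no CPT (DMSO vehicle only), 400 cells/well; compounds pin-transferred; ≥48 hr, 37 °C; CellTiter-Glo 30 min RT dark, luminescence read.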
Active calls of the source: *; ? = inconclusive; . = not tested or not shown; & = joins results of further samples; [ ] = dose if it differs, or a comment. The call rests on the fitted dose curve; in most records, active means well fitted curve in the direction sought with a large enough effect; inconclusive means small, poorly fitted or top-dose-only effect, or another doubt; inactive means no such curve, though single readings can be large; an effect the other way counts as inactive or inconclusive. On the % scale 0 is the no-effect control and ±100 the full control effect; potency means the concentration at half of the fitted maximal effect.

SMILES	TDP1 block	TDP1 cell CPT	DT40 TDP1 no CPT
Cn1c(NC(=O)c2cccnc2)nc2ccccc21	6%	?	?
CN1CCN(NC(=O)Nc2ccc([N+](=O)[O-])cc2)CC1	1%	4%	17%
CCn1cc(C(=O)N2CCCC(N3CCN(c4cccc(C(F)(F)F)c4)CC3)C2)cn1 (centres undefined)	3%	?	?
CCCc1nnc(NC(=O)CCC(=O)N2CCCCCC2)s1	2%	-7%	-2%
O=c1cc(Cc2ccccc2)[nH]c(=S)[nH]1	5%	-15%	-13%
Cc1ccc2c(c1)c(=O)c1c3n2CCN(C(=O)CCl)C3CC1 (centres undefined)	.	26µM*	16µM*
Cc1ccc(-c2nnn3c2nc(NC2CCC(C)CC2)c2ccccc23)cc1 (centres undefined)	1%	-12%	?
COc1ccc(C)cc1NC(=O)CN1C(=O)c2cccc3cccc1c23	3%	-15%	-7%
CCOC(=O)/C(C#N)=C\c1ccc(OC)c(OC)c1	0%	2%	-9%
CCc1c(C)c(C#N)c2nc3ccccc3n2c1Nc1c(C)n(C)n(-c2ccccc2)c1=O	-3%	?	-29%
Cc1nc2cnc(Oc3ccccc3)nc2n(CCc2ccccc2)c1=O	.	1%	7%
O=C(O)c1ccc2c(c1)C(c1ccccc1)OC2=O (centres undefined)	9%	-7%	0%
Cc1ccc(-n2c(CSc3nc(C)cc(C)n3)nnc2SCC(=O)Nc2nccs2)cc1	.	-7%	-21%
Cc1cccc2cc(CN(Cc3ccco3)C(=O)c3ccco3)c(=O)[nH]c12	5%[0.0935 µM]	-3%	-19%
CCOc1nc(NCCc2ccc(OC)c(OC)c2)nc(N2CCN(c3ccc(OC)cc3)CC2)n1	3%	-9%	4%
COc1ccc(NC(=O)CN2C(=O)C(=O)N(C3CCCC3)C2=O)c(OC)c1	4%	-5%	11%
COc1ccc(N2C(=O)CC(Sc3nnc(-c4ccccc4)o3)C2=O)cc1 (centres undefined)	-4%	2.9µM*	2.9µM*
CCC(=O)Nc1ccc(C(=O)N2CCN(C(=O)c3ccco3)CC2)cc1	-5%	-9%	-9%
CC12CCC(=O)N1C(C(=O)NNC(=O)c1ccccc1Cl)CS2 (centres undefined)	1%	-1%	-13%
CC1CN(S(=O)(=O)c2ccc(-c3nc4ccccc4s3)cc2)CC(C)O1 (centres undefined)	5%	-3%	0%
O=C(Cn1c(=O)[nH]c2ccccc2c1=O)N1CCN(c2cccc(Cl)c2)CC1	-1%	-11%	-11%
O=C(c1cc([N+](=O)[O-])cc([N+](=O)[O-])c1)N1CCOCC1	5%	-1%	3%
O=[N+]([O-])c1ccc(-c2cn3nc(-c4ccccc4)c(-c4ccccc4)nc3n2)cc1	0%	4%	?
COc1ccc(CCNC(=O)C2CCCN(S(=O)(=O)c3cc(C)ccc3OC)C2)cc1OC (centres undefined)	0%	?	?
CSc1ncc(OCc2ccccc2)c(=O)[nH]1	6%	1%	-1%
CC(C)C(=O)Nc1cccc(NC(=S)NC(=O)c2ccc([N+](=O)[O-])cc2)c1	4%	-7%	-11%
CC(Oc1ccc(Cl)cc1)C(=O)Nc1ccccc1N1CCOCC1 (centres undefined)	-5%	?	21µM*
CC(Sc1ccccc1)C(=O)N/N=C/c1cccnc1 (centres undefined)	9%	11%	0%
Cc1ccc(N2C(=O)C3CCC(C)(C2=O)C3(C)C)cc1 (centres undefined)	.	3%	-5%
Cc1ccc(C(=O)n2c(-c3ccccc3)cnc2SCC(=O)Nc2ccc(C)cc2C)cc1	8%	?	26µM*
COc1ccc2[nH]c(=O)c(CN(C(=O)COc3ccccc3)C(C)C)cc2c1	2%	?	-18%
CCCCN1CCCC[C@H]1C(=O)Nc1c(C)cccc1C	5%	1%	-29%
Cc1ccnc(SCc2ccc(C(=O)O)cc2)n1	.	?	?
Cc1noc(C)c1CCC(=O)NC1CCCN(Cc2ccc(CC(C)C)cc2)C1 (centres undefined)	4%	18µM*	15µM*
Cc1ccc(C)c(/C=C(\C(=O)O)c2ccc(S(=O)(=O)N3CCCCC3)s2)c1	0%	10%	-14%
Nc1nc(NCc2ccc(F)cc2)c2[nH]cnc2n1	2%	-3%	-13%
Cc1ccc(NCN2C(=O)c3ccccc3C2=O)cc1Cl	.	-17%	-22%
CC(=O)Nc1cccc(-c2csc(Nc3ccccn3)n2)c1	10%	?	?
CC(C)C(NS(=O)(=O)c1cccc2nsnc12)C(=O)NCCC1=CCCCC1 (centres undefined)	3%	10%	-8%
COc1ccccc1NC(=O)CSc1nnc(-c2cccc(Cl)c2)o1	3%	-22%	-20%
CCc1ccc(S(=O)(=O)NCc2nc3cccnc3n2Cc2ccccc2Cl)cc1	7%	?	15µM*
CCOC(=O)c1ccc(NC(=O)COc2ccc(CNCCO)cc2OCC)cc1	3%	7%	-8%
Cc1nn(C)cc1C(C(=O)NC1CCCCC1)N(Cc1ccccc1Cl)C(=O)c1cnccn1 (centres undefined)	3%	0%	4%
O=C(c1cc(COc2ccc(F)cc2Cl)on1)N1CCN(C2CCCCC2)C(=O)C1	1%	10µM*	7.3µM*
CCNC(=O)/C(C#N)=C/c1c(N2CCN(c3ccccc3)CC2)nc2c(C)cccn2c1=O	.	?	?
COC(=O)C1CCN(C(=O)C2CCC(=O)N(CCCc3ccccc3)C2)CC1 (centres undefined)	0%	15%	0%
CC(OC(=O)CN1C(=O)NC2(CCCC2)C1=O)C(=O)c1ccc(C(C)(C)C)cc1 (centres undefined)	.	2%	-9%
COc1ccccc1-c1nn2c(C3COc4ccccc4O3)nnc2s1 (centres undefined)	1%	?	?
O=c1cc(CN2CCN(c3ccc(Cl)c(Cl)c3)CC2)c2ccccc2o1	.	-88%	15µM*
Cc1cc(C)n2ncc(C(=O)NCc3ccccc3)c2n1	4%	-3%	-5%
CCOc1ccc(S(=O)(=O)Nc2nc3ccccc3nc2-n2ccc(=NC(=O)c3cccs3)cc2)cc1	5%	-2%	5%
Cc1cc(Br)ccc1Nc1nc(N)nc(N)c1N=O	.	10µM*	?
O=C(N/N=C/c1ccncc1)c1cc([N+](=O)[O-])cc([N+](=O)[O-])c1O	-11%	?	-2%
Cc1cc2nccc(-c3ccco3)n2n1	6%	-16%	?
COc1ccc(-c2cn3cc(Cl)ccc3n2)cc1OC	-4%	-27%	?
CCCCC(C)n1[nH]c(=O)cc1N (centres undefined)	-5%	2%	16%
Cc1cnc(C(=O)Nc2ccc(C(=O)N3CCCCC3)cc2)cn1	-2%	-7%	-5%
CC1(C(=O)NS(=O)(=O)C2CC2)CCN(C(=O)c2ccc(F)c(Cl)c2)C1 (centres undefined)	.	-10%	2%
CC1Sc2ccccc2N(Cc2ccccc2)C1=O (centres undefined)	.	-28%	?
CC(=O)Nc1cccc(NC(=O)c2c(-c3ccccc3)c(-c3ccccc3)nn(C)c2=O)c1	2%	?	-29%
The list goes on.
SMILES	TDP1 block	TDP1 cell CPT	DT40 TDP1 no CPT
CCCc1cnc(Nc2nc(C(N)Cc3ccc(OC)cc3)cs2)nc1 (centres undefined)	.	?	?
Cc1cccc(N2CCN(C(=O)CSCc3ccc(F)cc3)CC2)c1C	5%	?	?
COC(=O)c1c(NC(=O)CN2C(=O)NC(CCc3ccccc3)C2=O)sc2c1CCCCC2 (centres undefined)	1%	?	?
CC12CCC(C/C1=N/O)C2(C)C (centres undefined)	3%	0%	1%
COc1ccc(-c2cc(C(=O)Nc3c(C)n(C)n(-c4ccccc4)c3=O)no2)cc1	4%&0%	?	-12%&-20%
CCOC(=O)C1=C(COc2ccccc2)NC(=O)NC1c1ccc(Br)cc1 (centres undefined)	.	18µM*	16µM*
CCCn1c(=O)c(C(=O)NCc2ccc(OC)c(OC)c2)c(O)c2ccccc21	-3%	-26%	?
O=C(NCc1ccco1)c1cnn2c1NC(c1ccccc1)CC2C(F)(F)F (centres undefined)	11%	18µM*	-12%
C=CCn1c(O)c(N=NC(=O)C(O)c2ccccc2)c2ccccc21 (centres undefined)	.	-10%	0%
CC(=O)Nc1cccc(Oc2nc(NCCN(C)C)nc3ccsc23)c1	.	-8%	-19%
Cc1nnnn1/C(=C\c1ccccc1)C(=O)OCC(=O)N(C)C1CCS(=O)(=O)C1 (centres undefined)	1%	-13%	-20%
Cc1cc(NS(=O)(=O)c2ccc(NC(=O)CCCOc3ccccc3)cc2)no1	1%	-20%	-2%
Cn1c(=O)c2cc(NC(=O)CCc3ccccc3)ccc2n1-c1ccccc1F	.	12µM*	13µM*
CN(C(=O)c1cccc(NC(=O)Cc2cccc(NC(=O)C3CCCN(C(=O)C4CCC4)C3)c2)c1)C1CCC1 (centres undefined)	.	?	23µM*
O=C(NC1CCCCC1)C(c1ccco1)N(Cc1cccnc1)C(=O)C1COc2ccccc2O1 (centres undefined)	3%	-28%	-5%
Cc1ccc(NC(=O)CCC(=O)N2Cc3ccccc3Oc3ncccc32)cc1F	-1%	-12%	?
Cc1ncoc1C(=O)Nc1cccc(Cl)c1C	1%	?	-4%
O=C(COc1ccc(Br)cc1Cl)NC(=O)NCc1ccccc1	0%	-28%	-5%
CC1CN(S(=O)(=O)c2cccc(C(=O)NCc3ccco3)c2)CC(C)O1 (centres undefined)	-8%	-22%	3%
CCOC(=O)N=Nc1c(O)n(C)c2ccccc12	-1%	-29%	-18%

Quoted from the listing:
CCCn1c(=O)c(C(=O)NCc2ccc(OC)c(OC)c2)c(O)c2ccccc21 in TDP1 cell CPT → -26%
Cc1cccc(N2CCN(C(=O)CSCc3ccc(F)cc3)CC2)c1C in TDP1 block → 5%

(next part)
SMILES	TDP1 block	TDP1 cell CPT	DT40 TDP1 no CPT
O=C1/C(=C/c2cccnc2)SC(=S)N1Cc1ccco1	.	23µM*	21µM*
CCN(CC)S(=O)(=O)N1CCC(C(=O)NCCN2CCOCC2)CC1	6%	-3%	-3%
Cc1ccc(NC(=O)N2CCOCC2)cc1NC(=O)N1CCOCC1	.	12%	2%
Cc1nc(C(F)(F)F)c(C(=O)O)cc1-c1nc(-c2ccccc2)cs1	.	3%	-3%
CCN(C(=O)c1c(-c2ccccc2)noc1C)c1ccccc1	2%	?	?
COc1cc(O)ccc1C1CC(=O)Nc2c1c(=O)nc(SCc1ccccc1C)n2C (centres undefined)	4%	-19%	-13%
O=C(N/N=C(\Cc1ncc[nH]1)c1ccccc1)c1cccnc1	8%	4.6µM*	4.6µM*
c1cc(-c2nnc3sc(C4CCCCC4)nn23)ccn1	5%	?	?

Structural class: those above containing an aryl methoxy group (14)
SMILES	TDP1 block	TDP1 cell CPT	DT40 TDP1 no CPT
COc1ccc(C)cc1NC(=O)CN1C(=O)c2cccc3cccc1c23	3%	-15%	-7%
CCOC(=O)/C(C#N)=C\c1ccc(OC)c(OC)c1	0%	2%	-9%
CCOc1nc(NCCc2ccc(OC)c(OC)c2)nc(N2CCN(c3ccc(OC)cc3)CC2)n1	3%	-9%	4%
COc1ccc(NC(=O)CN2C(=O)C(=O)N(C3CCCC3)C2=O)c(OC)c1	4%	-5%	11%
COc1ccc(N2C(=O)CC(Sc3nnc(-c4ccccc4)o3)C2=O)cc1 (centres undefined)	-4%	2.9µM*	2.9µM*
COc1ccc(CCNC(=O)C2CCCN(S(=O)(=O)c3cc(C)ccc3OC)C2)cc1OC (centres undefined)	0%	?	?
COc1ccc2[nH]c(=O)c(CN(C(=O)COc3ccccc3)C(C)C)cc2c1	2%	?	-18%
COc1ccccc1NC(=O)CSc1nnc(-c2cccc(Cl)c2)o1	3%	-22%	-20%
COc1ccccc1-c1nn2c(C3COc4ccccc4O3)nnc2s1 (centres undefined)	1%	?	?
COc1ccc(-c2cn3cc(Cl)ccc3n2)cc1OC	-4%	-27%	?
CCCc1cnc(Nc2nc(C(N)Cc3ccc(OC)cc3)cs2)nc1 (centres undefined)	.	?	?
COc1ccc(-c2cc(C(=O)Nc3c(C)n(C)n(-c4ccccc4)c3=O)no2)cc1	4%&0%	?	-12%&-20%
CCCn1c(=O)c(C(=O)NCc2ccc(OC)c(OC)c2)c(O)c2ccccc21	-3%	-26%	?
COc1cc(O)ccc1C1CC(=O)Nc2c1c(=O)nc(SCc1ccccc1C)n2C (centres undefined)	4%	-19%	-13%
